Bcl-W Bim block: disrupts Bim peptide binding to human Bcl-W | 190,000 tested, 0.02% active | inhibition, % at 10 µM | bead-based flow cytometry;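 also: 0% = bound tracer without compound and 100% = peptide blocker; higher means less fluorescent Bim peptide bound to Bcl-W beads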
Target sequence (Q92843 whole entry, looked up): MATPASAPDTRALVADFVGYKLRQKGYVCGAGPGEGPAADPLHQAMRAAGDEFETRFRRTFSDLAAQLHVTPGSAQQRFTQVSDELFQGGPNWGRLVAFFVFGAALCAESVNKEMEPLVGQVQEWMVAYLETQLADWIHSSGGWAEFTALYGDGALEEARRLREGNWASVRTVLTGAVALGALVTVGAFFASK
Rab7 wt modul: modulators of GTP binding to dog Rab7 wildtype GTPase | GST-Rab7 beads, fluorescent GTP binding, flow cytometry; actives lie on both sides; untreated = 100%, excess cold GTP = 0% | GTP binding activity (percent of control), % at 10 µM | 190,000 tested, 0.055% active | AID 758;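 active = fluorescent GTP binding to Rab7 beads changed by at least 20 points from the 100% baseline, either direction, mostly lower; inconclusive = compound itself probably fluorescent, or too few beads counted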;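 also: median green fluorescence of bound Bodipy-FL-GTP per Rab7 bead population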
Rac1 wt modul: alters GTP binding to wildtype human Rac1 | P63000 | GST-Rac1 beads, fluorescent GTP binding, flow cytometry; actives lie on both sides; 0 = cold GTP competed, 100 = untreated | GTP binding activity (% of control), % at 10 µM | 190,000 tested, 0.27% active | AID 757;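 active = GTP binding activity at least 20 points away from the 100% control level, either lower or higher; inconclusive = compound flagged as likely green fluorescent, judged across all proteins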
Rab2 wt GTP: changes GTP binding to wildtype dog Rab2A, up or down. GST-Rab2 wt beads, Bodipy-GTP binding, flow cytometry. GTP binding activity, % at 10 µM. 190,000 tested, 0.19% active;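 active = GTP binding activity at least 20 points away from 100%, either lowered or raised; inconclusive = signal likely due to the compound's own green fluorescence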;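 also: 0% = beads with excess unlabeled GTP and 100% = no-compound control corrected for plate trend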
Cdc42 wt: human Cdc42 wildtype GTP binding change, either direction; 190,000 tested, 0.2% active; P60953; AID 761; GST-Cdc42 beads, Bodipy-GTP binding, flow cytometry; actives lie on both sides; percent activity (GTP binding), % at 10 µM;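 active = percent activity GTP binding at least 20 points away from the 100% baseline, either down as inhibitor or up as activator; inconclusive = compound flagged as likely green fluorescent from well-wide comparison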;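 also: median bead fluorescence of bound Bodipy-FL-GTP at 100 nM; 0% = excess unlabeled GTP control and 100% = no compound control; below 100% means less GTP binding so inhibitor and above means activator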
Target sequence (P60953 whole entry, looked up): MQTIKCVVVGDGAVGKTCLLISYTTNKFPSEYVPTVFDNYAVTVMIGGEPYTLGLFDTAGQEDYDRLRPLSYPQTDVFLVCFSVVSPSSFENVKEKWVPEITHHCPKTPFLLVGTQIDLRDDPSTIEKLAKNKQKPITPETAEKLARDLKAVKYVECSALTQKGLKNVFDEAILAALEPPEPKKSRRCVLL
Bcl-2 Bim block: inhibitors of Bim-Bcl-2 interaction, human; 190,000 tested, 0.06% active; inhibition, % at 10 µM; AID 950; Bead-based flow cytometry, Bim peptide-Bcl-2 binding; in the data active = inhibition above about 40%; inconclusive = no clear call, values can overlap the other calls;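 also: 0% = no compound wells with probe peptide and 100% = reference peptide inhibitor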
Bim-Bcl-B: human Bim-Bcl-B interaction inhibition; Q9HD36; bead-based flow cytometry, Bim peptide-Bcl-B binding; inhibition, % at 10 µM; 190,000 tested, 0.073% active; AID 951;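 also: 0% = tracer peptide without compound and 100% = reference inhibitor peptide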
Target sequence (Q9HD36 whole entry, looked up): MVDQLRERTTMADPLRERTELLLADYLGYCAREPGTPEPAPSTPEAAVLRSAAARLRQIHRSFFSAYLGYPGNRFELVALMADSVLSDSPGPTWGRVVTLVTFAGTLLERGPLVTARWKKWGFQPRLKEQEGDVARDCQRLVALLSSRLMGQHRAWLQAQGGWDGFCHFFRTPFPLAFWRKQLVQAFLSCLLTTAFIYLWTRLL
Rac1 mut GTP: human Rac1 activated mutant GTP binding change | P63000 | percent activity (GTP binding), % at 10 µM | AID 764 | GST-Rac1 activated beads, fluorescent GTP binding, flow cytometry; actives lie on both sides; 100% means binding = to untreated wells | 190,000 tested, 0.11% active;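 active = GTP binding at least 20 percentage points away from the 100% baseline, in either direction, so actives lie on both sides; inconclusive = Compound likely fluorescent itself, or too few beads counted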
Bcl-XL Bim block: disrupts Bim peptide binding to human Bcl-XL; Q07817; bead flow cytometry, fluorescence; inhibition, % at 10 µM; 190,000 tested, 0.04% active
Bim-Bfl-1: disrupts Bim binding to human Bfl-1 | Q16548 | Bead-based flow cytometry, Bim-Bfl-1 binding inhibition | 190,000 tested, 0.12% active | AID 1008 | inhibition, % at 10 µM;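 also: 0% = wells without compound plus tracer and 100% = blocker peptide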
HRas wt GTP bind: changes GTP binding to wildtype human HRas; P01112; GST-Ras wt beads, Bodipy-FL-GTP binding, flow cytometry; actives lie on both sides; GTP binding activity, % at 10 µM; 190,000 tested, 0.14% active; AID 759;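 active = GTP binding activity at least 20% away from the 100% baseline, either lowered as inhibitor or raised as activator; inconclusive = flagged as likely green fluorescent, judged across all proteins in the well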;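 also: 0% = unlabeled GTP competition control and 100% = no-compound control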
Target sequence (P01112 whole entry, looked up): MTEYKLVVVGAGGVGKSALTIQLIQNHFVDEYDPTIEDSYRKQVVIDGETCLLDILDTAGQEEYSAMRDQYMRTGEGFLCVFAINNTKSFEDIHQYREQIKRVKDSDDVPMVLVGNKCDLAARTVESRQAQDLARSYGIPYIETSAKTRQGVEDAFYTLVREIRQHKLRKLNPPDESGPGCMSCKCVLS
Active calls of the source: *; ? = inconclusive; nt = no result given; & = joins results of further samples. Rule as the data show it, unless noted: active = inhibition above about 40%.

SMILES | HRas wt GTP bind | Rac1 mut GTP | Rab2 wt GTP | Cdc42 wt | Bcl-W Bim block | Rac1 wt modul | Bcl-2 Bim block | Bcl-XL Bim block | Bim-Bfl-1 | Bim-Bcl-B | Rab7 wt modul
Cc1cc(C(=O)CN2C(=O)NC3(CCCCC3)C2=O)c(C)n1C | 96.0 | 95.0 | 98.0 | 98.0 | 0.0 | 99.0 | -3.0 | 0.0 | -3.0 | 0.0 | 99.0
Cc1cc(NC(=O)CCC(=O)N(CC(=O)NCC2CCCO2)c2ccccc2C)no1 (stereo not given) | 97.0 | 95.0 | 99.0 | 98.0 | -4.0 | 100.0 | 4.0 | -7.0 | -3.0 | -5.0 | 95.0
O=c1cc(NS(=O)(=O)c2ccccc2)nc(SCc2ccc(Cl)cc2)[nH]1 | 102.0 | 101.0 | 101.0 | 98.0 | -1.0 | 103.0 | -7.0 | -7.0 | -13.0 | -8.0 | 99.0
CCOC(=O)c1[nH]c(C)c(CCC(=O)O)c1C | 100.0&99.0 | 101.0&96.0 | 99.0&98.0 | 102.0&99.0 | 11.0&-4.0 | 102.0&98.0 | 4.0&-7.0 | 0.0&-5.0 | 1.0&-11.0 | 4.0&-8.0 | 97.0&96.0
CCN(CC)S(=O)(=O)c1ccc(C)c(NC(=O)COc2ccc(Br)cc2Cl)c1 | 98.0 | 99.0 | 99.0 | 102.0 | 0.0 | 102.0 | 3.0 | -1.0 | 2.0 | 3.0 | 97.0
COc1cc(OC)c(NC(=S)NCc2ccccc2)cc1Cl | 98.0 | 99.0 | 97.0 | 98.0 | -4.0 | 99.0 | -3.0 | -5.0 | -4.0 | -2.0 | 98.0
O=C(COC(=O)c1cccnc1Cl)NCCC1=CCCCC1 | 97.0 | 92.0 | 96.0 | 97.0 | -3.0 | 97.0 | -1.0 | -4.0 | -5.0 | -4.0 | 96.0
CC1(c2ccccc2)CC2CC(c3ccccc3)N1O2 (stereo not given) | 104.0 | 102.0 | 103.0 | 106.0 | 0.0 | 110.0 | -4.0 | -3.0 | -15.0 | -5.0 | 100.0
Cc1ccc(-n2nnnc2SCC(=O)NC(C(=O)O)(c2ccccc2)c2ccccc2)cc1C | 89.0 | 83.0 | 91.0 | 85.0 | -4.0 | 87.0 | 1.0 | -7.0 | 0.0 | 0.0 | 98.0
O=C(O)c1ccc(N2CCOCC2)c(N2C(=O)C3C4C=CC(C4)C3C2=O)c1 (stereo not given) | 94.0 | 93.0 | 96.0 | 93.0 | 0.0 | 93.0 | -2.0 | -1.0 | -1.0 | -1.0 | 97.0
O=C(CC1C(=O)N(Cc2ccccc2)C(=S)N1CCN1CCOCC1)Nc1ccc(F)cc1 (stereo not given) | 98.0 | 96.0 | 98.0 | 95.0 | -2.0 | 98.0 | -1.0 | -3.0 | -3.0 | -6.0 | 103.0
Cc1ccccc1N=C(NOCc1ccc(Cl)cc1Cl)c1nonc1N | 102.0 | 100.0 | 100.0 | 101.0 | 11.0 | 105.0 | -4.0 | -2.0 | -4.0 | -5.0 | 97.0
COc1ccc(NC(=O)c2ccc(-n3cncn3)c([N+](=O)[O-])c2)cc1 | 98.0 | 97.0 | 94.0 | 95.0 | 1.0 | 99.0 | -1.0 | -1.0 | -6.0 | -4.0 | 94.0
CCN(CC)C(=O)CSc1nc2cc3c(cc2c(=O)n1Cc1ccc(OC)cc1)OCO3 | 100.0 | 94.0 | 97.0 | 94.0 | 2.0 | 103.0 | 7.0 | 0.0 | 9.0 | 5.0 | 96.0
CC(=O)c1cnc2c(-c3ccc(Cl)cc3)c(C)nn2c1C | 102.0 | 99.0 | 100.0 | 101.0 | 0.0 | 104.0 | 2.0 | -1.0 | 2.0 | -1.0 | 101.0
O=C(CSCc1cccs1)N1CCCC1 | 103.0 | 101.0 | 101.0 | 103.0 | -5.0 | 108.0 | -2.0 | -2.0 | 0.0 | -2.0 | 102.0
COc1ccc2c(c1)C=C(C(=O)OCc1cccnc1)CO2 | 96.0 | 94.0 | 96.0 | 93.0 | -1.0 | 97.0 | 0.0 | 0.0 | -2.0 | -1.0 | 95.0
Cc1cccnc1Nc1nc(-c2ccc(O)c(O)c2)cs1 | 97.0 | 99.0 | 97.0 | 99.0 | -4.0 | 99.0 | -12.0 | -7.0 | -12.0 | -11.0 | 96.0
COC(=O)c1nnn(CC(=O)NC(=O)Nc2cccc(Cl)c2C)c1C(=O)OC | 95.0 | 93.0 | 94.0 | 95.0 | -5.0 | 91.0 | 4.0 | -1.0 | 1.0 | 0.0 | 93.0
CS(=O)(=O)Nc1ccc(C(=O)Nc2ccc3c(c2)OCCO3)cc1 | 103.0 | 100.0 | 101.0 | 102.0 | -1.0 | 105.0 | -14.0 | -7.0 | -17.0 | -11.0 | 100.0
C=CCn1cc(C(=O)OCC)c(=O)c2ccc(F)cc21 | 97.0 | 93.0 | 97.0 | 95.0 | 0.0 | 95.0 | 0.0 | -3.0 | 1.0 | 0.0 | 101.0
CSCCC(NS(=O)(=O)c1ccc(Cl)cc1)C(=O)OCC(=O)N(C(C)C)C(C)C (stereo not given) | 99.0 | 99.0 | 99.0 | 98.0 | -1.0 | 107.0 | -11.0 | -11.0 | -15.0 | -7.0 | 99.0
CC(=O)NC(c1ccccc1)c1c(O)ccc2ccccc12 (stereo not given) | 93.0 | 94.0 | 92.0 | 92.0 | -5.0 | 94.0 | -4.0 | 0.0 | -1.0 | -3.0 | 89.0
CC1CCN(C(=O)C2CCN(S(=O)(=O)c3cccnc3)CC2)CC1 | 99.0 | 101.0 | 101.0 | 106.0 | -6.0 | 105.0 | -12.0 | -9.0 | -17.0 | -10.0 | 99.0
CCc1c(C)sc(NC(=O)c2cccs2)c1C(=O)OC(C)C | 102.0 | 98.0 | 102.0 | 105.0 | -1.0 | 107.0 | -8.0 | -5.0 | -14.0 | -5.0 | 103.0
c1ccc(-c2ccc(-c3nc(-c4ccncc4)no3)cc2)cc1 | 101.0 | 101.0 | 99.0 | 101.0 | 1.0 | 105.0 | -1.0 | -2.0 | -8.0 | -4.0 | 101.0
Cn1cnc([N+](=O)[O-])c1Nc1ccc(O)cc1 | 103.0 | 97.0 | 101.0 | 102.0 | 5.0 | 105.0 | -1.0 | -3.0 | -9.0 | -9.0 | 100.0
CC(=O)N(C1=C(N)C(=O)c2ccccc2C1=O)C(C)C | 99.0 | 100.0 | 98.0 | 95.0 | 1.0 | 98.0 | 5.0 | 0.0 | 23.0 | 5.0 | 101.0
CN(C)c1ccc(C(CNC(=O)c2ccc(C#N)cc2)c2c[nH]c3ccccc23)cc1 (stereo not given) | 99.0 | 98.0 | 100.0 | 99.0 | 4.0 | 106.0 | 0.0 | 0.0 | 6.0 | -6.0 | 103.0
O=C(CN1CCCC1)N/N=C/c1ccc(-c2cccc(Cl)c2)o1 | 105.0 | 102.0 | 104.0 | 108.0 | 1.0 | 102.0 | 0.0 | 1.0 | -2.0 | -4.0 | 101.0
O=C1CN(C(=O)COc2ccccc2F)c2ccccc2N1 | 97.0 | 100.0 | 99.0 | 98.0 | -4.0 | 105.0 | 2.0 | -2.0 | 1.0 | -4.0 | 98.0
CC(Oc1ccc(F)cc1)C(=O)NN (stereo not given) | 105.0 | 100.0 | 102.0 | 103.0 | -2.0 | 104.0 | -16.0 | -6.0 | -3.0 | -9.0 | 101.0
CC(C)C(c1nnnn1Cc1ccco1)N1CCC(C(N)=O)CC1 (stereo not given) | 102.0 | 100.0 | 102.0 | 104.0 | nt | 106.0 | ? | nt | nt | nt | 103.0
Cc1c(NC(=O)Oc2ccccc2)sc(=S)n1C | 100.0 | 100.0 | 99.0 | 103.0 | -1.0 | 107.0 | -3.0 | -4.0 | -10.0 | -7.0 | 100.0
CC(Oc1ccc(C(C)(C)C)cc1)c1ccnc2nc(/N=C/N(C)C)nn12 (stereo not given) | 99.0 | 97.0 | 99.0 | 98.0 | 0.0 | 103.0 | -8.0 | -5.0 | -16.0 | -6.0 | 102.0
CN(C)CCCC1(O)c2ccccc2CCc2ccccc21 | 101.0 | 95.0 | 99.0 | 96.0 | 0.0 | 100.0 | -3.0 | -3.0 | -7.0 | -3.0 | 103.0
OCCC1CN(Cc2cccn2-c2cccnc2)CCN1Cc1ccc(F)cc1 (stereo not given) | 96.0 | 96.0 | 99.0 | 96.0 | 1.0 | 99.0 | 0.0 | -2.0 | -3.0 | 0.0 | 99.0
COc1ccc(-c2csc(N(CCc3ccc(OC)c(OC)c3)C(=O)COc3ccccc3)n2)cc1 | 96.0 | 97.0 | 99.0 | 95.0 | 0.0 | 95.0 | -2.0 | 0.0 | 2.0 | 0.0 | 100.0
COc1cc2c(cc1OC)C1(Nc3c-2c(Cc2ccccc2)nn3-c2ccccc2)C(=O)Nc2ccccc21 (stereo not given) | 103.0 | 99.0 | 103.0 | 102.0 | 3.0 | 104.0 | -7.0 | -4.0 | -13.0 | -6.0 | 99.0
CCOC(=O)c1cc(-c2ccc(F)cc2)n(CCC(=O)NC2CCN(Cc3ccccc3)CC2)c1C | 97.0 | 96.0 | 100.0 | 103.0 | -1.0 | 99.0 | 0.0 | 0.0 | -4.0 | -2.0 | 99.0
O=C(c1cc2c(ccc3ccccc32)oc1=O)N1CCCC1 | 100.0 | 100.0 | 102.0 | 104.0 | 0.0 | 104.0 | -9.0 | -4.0 | -16.0 | -8.0 | 104.0
CC(CN1CCOCC1)OC(=O)CCc1ccccc1 (stereo not given) | 100.0 | 97.0 | 98.0 | 101.0 | -3.0 | 102.0 | -5.0 | -2.0 | -6.0 | -7.0 | 106.0
O=C(Cn1c(SCC(=O)N2CCCc3ccccc32)nc2ccccc21)N1CCCC1 | 103.0 | 99.0 | 104.0 | 101.0 | 0.0 | 103.0 | -4.0 | -3.0 | -12.0 | -9.0 | 101.0
O=C(NCc1ccc2c(c1)OCO2)c1cccc(F)c1 | 103.0 | 102.0 | 103.0 | 103.0 | 0.0 | 100.0 | -3.0 | -3.0 | -3.0 | 0.0 | 102.0
O=C(O)CCc1nc(-c2ccccc2)no1 | 104.0 | 102.0 | 102.0 | 102.0 | -1.0 | 107.0 | -7.0 | -5.0 | -10.0 | -6.0 | 102.0
Cc1cc(C)n2nc(S(=O)(=O)NC3CCCCC3)nc2n1 | 104.0 | 102.0 | 103.0 | 104.0 | 2.0 | 109.0 | -7.0 | -5.0 | -11.0 | -6.0 | 100.0

High-throughput results (PubChem BioAssay)

The order is random; 0.62% or so of the library scored in one or more.
